Compound activity (PubChem BioAssay)
KCNK9 block – blocks the human KCNK9 two-pore domain potassium channel. Q9NPC2. HEK293 KCNK9, FluxOR thallium flux fluorescence; hits give low values. B-score at 10 µM. hit rate 1.2% among 310,000. AID 488922;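 active = ratio B-score over 3 SD below the library mean, with starting fluorescence within 5 SD of its mean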;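 note: negative B-score means less thallium flux so channel inhibition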
GSK3A inh – blocks human GSK-3 alpha kinase | P49840 | hit rate 0.1% among 320,000 | inhibition, % at 10 µM | AID 2650 | ADP-Glo luminescence, 60 min;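 in the data active = inhibition above about 50%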;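 note: GST-tagged GSK-3 alpha with peptide substrate and 25 µM ATP; 0% = DMSO neutral wells and 100% = GW8510 positive control wells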
hERG protect – compounds protecting human hERG from proarrhythmic drug block. Q12809. CHO-hERG, FluxOR thallium flux, dofetilide IC70 present. activation (rescue from dofetilide block), less the hit threshold, % at 10 µM. hit rate 0.51% among 310,000. AID 1511;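 active = activation above the mean of controls blocked by dofetilide plus 5 SD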;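 note: thallium influx through hERG after potassium depolarization seen as dye fluorescence rise; in these data hits start at about 4.7%; inactives centre near -7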
GSK3B inh – blocks human GSK3beta kinase activity | GST-GSK3beta kinase, ADP-Glo luminescence, 60 min; hits give low values | activity score (negative = inhibition), % at 10 µM | hit rate 0.038% among 300,000;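 active = more than half of replicate wells score below -50%, meaning over 50% inhibition versus plate controls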;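 note: 0% = median DMSO wells and -100% = median GW8510 positive control wells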
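Test system: GST-fused GSK3beta enzyme, cell-free | Quantity: 1.6 ng GST-GSK3beta enzyme per well | Reagent: 25 µM ATP with peptide substrate | Schedule: 60 min enzyme reaction, room temperature | Signal: Luminescent ADP-Glo measurement of ADP formed | Read-out basis: Score relative to plate controls | Control set: DMSO and 20 µM GW8510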
KCNK3 block – human KCNK3 channel inhibition, primary screen; O14649; CHO-KCNK3 thallium flux, FluxOR fluorescence; hits give low values; B-score at 10 µM; hit rate 0.84% among 340,000;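 active = B-score under library mean minus 4 SD, starting fluorescence ratio at most library mean plus 5 SD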;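 note: more negative B-score means stronger inhibition of thallium flux through KCNK3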
Target sequence (O14649 whole entry, looked up): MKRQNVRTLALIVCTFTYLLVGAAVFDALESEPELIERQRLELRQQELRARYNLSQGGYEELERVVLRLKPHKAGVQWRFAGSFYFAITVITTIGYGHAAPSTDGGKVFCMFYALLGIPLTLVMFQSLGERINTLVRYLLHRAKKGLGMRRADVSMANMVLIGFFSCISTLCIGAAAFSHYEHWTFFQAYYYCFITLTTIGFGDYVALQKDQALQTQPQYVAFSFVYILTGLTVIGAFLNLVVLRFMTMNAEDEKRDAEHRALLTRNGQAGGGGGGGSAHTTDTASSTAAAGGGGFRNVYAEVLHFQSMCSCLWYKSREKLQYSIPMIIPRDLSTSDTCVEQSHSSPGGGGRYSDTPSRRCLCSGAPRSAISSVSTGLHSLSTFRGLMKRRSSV
Dyrk1A ADPGlo – Dyrk1A (rat) kinase inhibition | ADP-Glo luminescence, NFATc1 peptide | inhibition, % at 12.5 µM | hit rate 0.43% among 310,000 | Q63470; in the data active = inhibition above about 50%;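 note: plate controls were vehicle with enzyme for no effect and no enzyme for full effect; many of its hits are not listed in these tables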
HDAC3 inh – inhibitors of human histone deacetylase 3; AID 2718; inhibition, % at 8.3 µM; O15379; hit rate 0.15% among 320,000; recombinant HDAC3, fluorogenic peptide/trypsin coupled, fluorescence; in the data active = inhibition above about 26%, passing the limit was not always enough
PolyA inhibitor – blocks polyadenylation in yeast reporter cells; S. cerevisiae SKY197-pL101 polyadenylation reporter, beta-gal luminescence; efflux-impaired pdr1/pdr3 knockout yeast; score 100 = 6 SD above DMSO; calls only at 12 µM; hit rate 0.02% among 300,000; AID 1875;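 active = lowest replicate activity score at least 50, where 100 means six control SD above control mean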;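 note: yeast exposed to compound for 9 h at 30 °C; higher score means more reporter readthrough which indicates perturbed polyadenylation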
RGS4 act – RGS4 potentiation or activation. HEK293 M3R/inducible RGS4, carbachol calcium flux Fluo4; hits give low values. hit rate 0.92% among 310,000. B-score at 10 µM;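 active = B-score of the integrated calcium signal more than 4 SD below the library mean, with starting fluorescence not abnormally high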;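 note: negative B-score means reduced calcium response which marks RGS4 activation or potentiation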
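System: HEK293 FlpIn-TREx cells, stable M3R, doxycycline-inducible RGS4. Timing: overnight RGS4 induction, 30 min dye load 37 °C, 20 min compound RT. Also added: carbachol, ECmax concentration. Measured by: Fluo4 fluorescence kinetic imaging of calcium. Evaluation: integrated calcium ratio converted to B score.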
KCNQ1 act – potentiates or activates the human KCNQ1 potassium channel. P51787. B-score at 10 µM. CHO-K1 KCNQ1, thallium flux FluxOR fluorescence; hits give high values. AID 2648. hit rate 0.35% among 310,000;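 active = fluorescence ratio B-score, a plate-corrected score, at least three library SD, with initial intensity B-score within 5 SD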
Target sequence (P51787 whole entry, looked up): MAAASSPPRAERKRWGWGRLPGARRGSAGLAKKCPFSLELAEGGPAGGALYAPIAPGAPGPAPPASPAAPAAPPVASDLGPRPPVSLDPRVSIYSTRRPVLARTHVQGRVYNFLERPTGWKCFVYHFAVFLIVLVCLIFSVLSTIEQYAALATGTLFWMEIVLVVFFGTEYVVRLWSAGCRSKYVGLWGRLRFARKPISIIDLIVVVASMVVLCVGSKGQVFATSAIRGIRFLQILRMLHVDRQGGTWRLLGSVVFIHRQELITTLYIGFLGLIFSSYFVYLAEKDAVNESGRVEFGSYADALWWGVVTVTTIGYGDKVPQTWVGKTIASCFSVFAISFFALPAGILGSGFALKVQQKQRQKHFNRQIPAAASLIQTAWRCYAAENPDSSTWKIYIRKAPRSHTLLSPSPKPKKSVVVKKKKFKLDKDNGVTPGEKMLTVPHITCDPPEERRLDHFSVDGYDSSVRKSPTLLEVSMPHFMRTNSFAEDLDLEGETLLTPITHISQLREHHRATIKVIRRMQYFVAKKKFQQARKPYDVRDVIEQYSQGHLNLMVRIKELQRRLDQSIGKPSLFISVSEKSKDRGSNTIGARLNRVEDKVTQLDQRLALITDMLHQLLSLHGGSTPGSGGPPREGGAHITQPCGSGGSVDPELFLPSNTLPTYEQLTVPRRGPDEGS
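System: CHO-K1 cells stably expressing KCNQ1 / Medium: assay buffer for compound exposure, DMSO matched across wells / Reagent: thallium- and potassium-containing depolarizing buffer / Compound: one concentration, matched DMSO / Incubation: 20 min compound pretreatment at room temperature / Measured by: kinetic FluxOR fluorescence, 10 s baseline plus 110 s post-stimulus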
KCNQ1 inh – inhibitors of human KCNQ1 potassium channel; P51787; CHO-K1 KCNQ1, FluxOR thallium flux fluorescence; hits give high values; B-score at 10 µM; hit rate 1.3% among 310,000;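 active = compounds whose thallium flux B-score, printed positive for inhibition, exceeds three library SD while starting fluorescence stays within three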;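 note: channel opened by potassium depolarization with thallium stimulus after 20 min compound exposure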
Numbers without * were called inactive; i = inactive; . = not tested or not shown. The list is partial. The share of hits here may be higher or lower than overall.

SMILES	KCNK9 block	GSK3A inh	hERG protect	GSK3B inh	KCNK3 block	Dyrk1A ADPGlo	HDAC3 inh	PolyA inhibitor	RGS4 act	KCNQ1 act	KCNQ1 inh
O=C(Nc1ccccc1)N1CCc2ccccc2C1	i	-25.1	-2.6	-0.4	i	5.0	1.3	i	i	i	i
Cc1ccc(NC(=O)CCN2CCN(CCO)CC2)cc1Br	i	.	-8.2	1.2	i	2.9	4.0	i	i	i	i
CCOC(=O)c1c(C)c(C(=O)NCc2ccccc2OC)c(C)n1C	i	-3.8	-13.6	-0.4	i	-7.7	-3.3	i	i	i	i
CC(C)NS(=O)(=O)c1ccc(NC(=O)c2cccnc2)cc1	i	-0.3	-3.9	1.5	i	1.9	-1.4	i	i	i	i
O=C1NC2(O)C(=O)c3ccccc3C2(O)N1 (centres undefined)	i	-0.4	-15.7	2.1	i	.	-5.0	i	i	i	i
CC(C)C(=O)Nc1ccc2c(c1)nc(CCN1CCN(C)CC1)n2C	i	-5.0	-5.9	3.4	i	2.3	1.9	i	i	i	i
CN1CCN(c2oc(-c3ccc([N+](=O)[O-])cc3)nc2C#N)CC1	i	-1.5	-2.6	-1.2	i	.	4.6	i	i	i	i
NC(=O)C1(N2CCCCC2)CCN(C2CC(=O)N(CCc3ccccc3)C2=O)CC1 (centres undefined)	i	-1.0	-11.2	0.4	i	5.4	-6.7	i	i	i	i
CCOC(=O)CCC(NC(=O)c1cncc(O)c1)C(=O)OCC (centres undefined)	i	-0.3	-9.4	0.1	i	-2.9	6.3	i	i	i	i
COc1cc2[nH]c(=O)n(CCC(=O)N3CCC(N4CCCCC4)CC3)c(=O)c2cc1OC	i	0.1	-5.2	-0.5	i	-4.5	1.6	i	i	i	i

Profiles, looked up by structure. Order of screens: KCNK9 block | GSK3A inh | hERG protect | GSK3B inh | KCNK3 block | Dyrk1A ADPGlo | HDAC3 inh | PolyA inhibitor | RGS4 act | KCNQ1 act | KCNQ1 inh
CC(C)NS(=O)(=O)c1ccc(NC(=O)c2cccnc2)cc1 is listed with i | -0.3 | -3.9 | 1.5 | i | 1.9 | -1.4 | i | i | i | i
COc1cc2[nH]c(=O)n(CCC(=O)N3CCC(N4CCCCC4)CC3)c(=O)c2cc1OC is listed with i | 0.1 | -5.2 | -0.5 | i | -4.5 | 1.6 | i | i | i | i
O=C1NC2(O)C(=O)c3ccccc3C2(O)N1 (centres undefined) is listed with i | -0.4 | -15.7 | 2.1 | i | . | -5.0 | i | i | i | i

Remaining list, next part
SMILES	KCNK9 block	GSK3A inh	hERG protect	GSK3B inh	KCNK3 block	Dyrk1A ADPGlo	HDAC3 inh	PolyA inhibitor	RGS4 act	KCNQ1 act	KCNQ1 inh
Cc1cccc(N2CCN(C(=O)c3ccc(CS(=O)Cc4ccc(Cl)cc4)o3)CC2)c1C (centres undefined)	i	-12.0	-15.1	3.5	i	5.5	5.7	i	i	i	i
CC(=O)C12CC(C)=C(C)CC1CC1C3CCC4=CC(=O)CCC4(C)C3CCC12C (centres undefined)	i	2.4	-4.8	4.2	i	.	10.5	i	i	i	i
CCCNC(=O)C1(CC2CC(c3ccccc3)=NO2)CCN(C(=O)C2(C)CC2)CC1 (centres undefined)	i	-1.1	-4.7	0.6	i	-13.3	-1.5	i	i	i	i
CC1=C(C(=O)Nc2ccccc2C)C(c2ccc(C)o2)C2=C(CCCC2=O)N1 (centres undefined)	i	-2.6	-5.8	1.2	i	-0.7	5.6	i	i	i	i
COc1ccc(C(=O)OCC(=O)c2ccc(C)c(S(=O)(=O)N3CCOCC3)c2)cc1OC	i	2.6	-19.2	3.4	i	.	.	i	i	i	i
S=C(Cc1ccccc1)NCCc1ccccc1	i	6.5	-8.9	-0.6	i	-1.4	7.8	i	i	i	i
CC(OC(=O)CC1CCCC1)C(=O)Nc1ccc(S(N)(=O)=O)cc1 (centres undefined)	i	0.1	-19.4	3.6	i	10.7	2.7	i	i	i	i
CCn1cc(S(=O)(=O)NCc2ccc(OC)cc2)cn1	i	1.5	-6.2	2.7	i	.	6.5	i	i	i	i
CCOC(=O)N1CCN(S(=O)(=O)c2ccc(C(=O)N(CCN(CC)CC)c3nc4c(C)cccc4s3)cc2)CC1	i	0.3	-10.9	-1.7	i	-3.1	9.8	i	i	i	i
CCc1nnc(NC(=O)NC(C)(C)C)s1	i	-1.8	-5.0	-0.4	i	9.9	-0.6	i	i	i	i
O=c1c2ccccc2sn1-c1ccc(S(=O)(=O)N2CCCC2)cc1	i	-2.1	-11.0	1.9	i	-5.6	-1.4	i	i	i	i
CCCc1nnc(SCc2ccc(C(=O)OC)o2)n1N	i	-0.3	-7.5	1.4	i	6.7	6.5	i	i	i	i
Cc1ccc(C(=O)CCC(=O)N2CCN(C(=O)c3ccco3)CC2)cc1	i	-3.5	-11.1	-3.3	i	-5.3	0.9	i	i	i	i
CCOc1ccc(NC(=O)Cn2nnc(C(=O)NCc3ccc(OC)cc3)c2N)cc1	i	-1.8	-7.5	0.7	i	0.8	0.9	i	i	i	i
COc1ccc(-c2nnc3n2N=C(C)CS3)cc1OC	i	4.1	2.3	2.0	i	5.0	12.8	i	i	i	i
Cc1sc2ncnc(N(C)CCc3ccccn3)c2c1C	i	2.4	-5.1	-3.9	i	-2.9	3.5	i	i	i	i
N#Cc1ccc(NC(=O)c2nc(-c3ccccc3)n(-c3ccccc3)n2)cc1	i	.	-2.0	0.1	i	10.5	-0.9	i	i	i	i
COc1ccc2[nH]c(CN3CCC(n4nccc4NC(=O)C4CC4)CC3)c(C)c2c1	i	0.7	-11.4	-0.3	i	2.4	-0.2	i	i	i	i
Cc1ccc(C(=O)NCC(=O)OCC(=O)N2CC(C)OC(C)C2)cc1 (centres undefined)	i	-6.9	-15.4	1.0	i	-1.9	-4.6	i	i	i	i
O=C(CN1C(=O)CCSc2ccccc21)Nc1cccc(F)c1	i	-2.1	-9.0	-1.4	i	-3.6	9.4	i	i	i	i
COc1ccc(/C=C2/C(=O)N(c3ccccc3)N=C2C)c(OC)c1	i	-2.7	-6.5	3.1	i	-10.4	9.0	i	i	i	i
Cc1c(C(=O)Nc2cccc(S(=O)(=O)N3CCCC3)c2)oc2ccccc12	i	-0.8	-6.3	3.2	i	-6.0	-5.3	i	i	i	i
COc1ccc(/C=N/NC(=O)c2cccc(NC(=O)c3ccccc3Cl)c2)cc1	i	-0.7	-7.3	2.5	i	12.8	-0.3	i	i	i	i
COC(=O)CCCNC(=O)c1ccc(S(=O)(=O)NCc2ccco2)cc1	i	-1.7	-12.8	-9.5	i	10.4	-2.2	i	i	i	i
Cn1c(CNC2CCCCC2)c(C#N)c2ccccc21	i	-1.8	-13.9	-1.9	i	3.9	-0.4	i	i	i	i
CCCCC(=O)Nc1ccc(C(=O)Nc2nc(CC(=O)OCC)cs2)cc1	i	-1.0	-6.5	2.5	i	6.1	7.0	i	i	i	i
C=CCOC(=O)C1=C(C)Nc2nc3ccccc3n2C1c1ccncc1 (centres undefined)	i	-2.3	-11.6	-0.8	i	1.9	-1.1	i	i	i	i
CN=c1scc(-c2ccc([N+](=O)[O-])cc2)n1/N=C/c1ccco1	i	-1.8	-3.5	-1.2	i	.	2.9	i	i	i	i
COc1ccc(CCNC(=O)c2ccc3nc4cc(Cl)ccc4c(=O)n3c2)cc1OC	i	-2.8	-3.6	1.3	i	5.9	-16.8	i	i	i	i
C=CCN(c1ccccc1)S(=O)(=O)c1c(C)[nH]c(=O)[nH]c1=O	i	-1.9	-4.5	-2.1	i	-3.5	-2.9	.	i	i	i
COc1ccc(OCC(=O)N/N=C(\C)CC(=O)Nc2ccc(NC(C)=O)cc2)cc1	i	0.3	-8.7	1.8	i	12.7	-0.2	i	i	i	i
Cc1ccc(NC(=O)c2cc(-n3cnnc3)ccc2Cl)c(C)c1	i	-1.7	-3.0	3.0	i	-3.2	4.8	i	i	i	i
O=c1cc(-c2ccccc2)[nH]c2nc3ccccc3n12	i	-1.6	-11.8	-0.7	i	0.2	-5.1	i	i	i	i
NC(=O)CCCc1nc(-c2ccccc2Cl)no1	i	-0.7	-11.7	1.6	i	6.9	-1.8	i	i	i	i
CN(Cc1ccccc1)C(=O)COC(=O)c1cc(S(=O)(=O)N(C)C)ccc1N1CCCC1	i	0.5	-13.2	-3.8	i	4.1	0.2	i	i	i	i
CCn1c(=O)cc(O)c2c(=O)n(C)c(=O)n(C)c21	i	-1.4	-10.5	-0.6	i	12.6	2.3	i	i	i	i
CN(C)S(=O)(=O)c1cccc(C(=O)Nc2cc(Cl)ccc2O)c1	i	-0.8	-10.7	-7.8	i	-2.6	12.1	i	i	i	i
CCOC(=O)N1CCN(S(=O)(=O)c2ccc(F)c(C(=O)Nc3ccc(C(C)C)cc3)c2)CC1	i	1.1	-3.6	1.7	i	-13.4	-10.2	.	i	i	i
COc1ccc(NC(=O)CCC(=O)NCc2ccco2)c([N+](=O)[O-])c1	i	-2.3	-6.3	1.0	i	-1.1	9.6	i	i	i	i
FC(F)(F)c1cccc(NC(=S)NCc2ccc(Cl)cc2)c1	i	-1.8	-13.4	-2.5	i	-0.1	11.7	i	i	i	i
Cc1ccc(C(=O)OCC(=O)N(C)C2CCS(=O)(=O)C2)cc1S(=O)(=O)N1CCCCC1 (centres undefined)	i	-1.2	-8.0	-4.7	i	1.8	0.7	i	i	i	i
O=C(NS(=O)(=O)c1ccccc1)c1ccccc1F	i	-1.1	-3.8	-1.6	i	-7.2	-1.8	i	i	i	i
COc1ccc(-n2cc(-c3ccccc3)[nH]c2=S)cc1	i	-0.9	-6.4	-0.8	i	1.6	-3.8	i	i	i	i
Cc1ccc(C(=O)c2ccccc2C(=O)OCC(=O)Nc2ccc(SC(F)F)cc2)cc1	i	-1.4	-11.8	-0.4	i	0.8	-5.2	i	i	i	i
COc1ccccc1NS(=O)(=O)c1cc(C(=O)NCC2CCCO2)ccc1C (centres undefined)	i	-3.2	-12.4	1.6	i	7.8	-7.4	i	i	i	i
CCc1ccc(NC(=O)C(=O)NCCN2CCN(S(=O)(=O)c3ccccc3)CC2)cc1	i	-1.2	-4.5	-2.6	i	-7.5	-4.1	i	i	i	i
Cc1cc(NC(=O)Nc2ccccc2)n(-c2ccccc2)n1	i	-15.1	-3.0	0.0	i	-2.4	-4.3	i	i	i	i
CCC(C)c1ccc(NC(=O)CN(C)CC(=O)Nc2cccc(OC)c2)cc1 (centres undefined)	i	-0.1	-6.6	2.0	i	-5.1	7.7	i	i	i	i
